# Screens (PubChem)
# Myeloid diff MLP – promotes myeloid progenitor differentiation; ER-HoxA9 myeloid progenitors, lysozyme-GFP differentiation, flow cytometry; calls only at 10 µM; hit rate 1% among 360,000;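 active = normalized GFP-positive differentiation at or above the plate's own cutoff, the solvent-only control mean plus 3 SD; inconclusive = no clear call, values can overlap the other calls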;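 also: cells exposed to compound for four days before flow analysis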
# LYP phosphatase – PTPN22 lymphoid phosphatase activity blockers – biochemical, fluorescence intensity, uHTS (AID 1779); recombinant LYP phosphatase, fluorescence intensity; higher % means a stronger effect; inhibition, % at 11.5 µM, or IC50 in µM where a hit was titrated; hit rate 0.054% among 290,000; in the data active = inhibition above about 50%;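 also: plate controls were vehicle with enzyme for no effect and no enzyme for full effect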
# MgcRacGAP inhibition – MgcRacGAP GTPase-activating activity inhibitors, confirmation, biochemical, ADP Hunter fluorescence; MgcRacGAP-stimulated Rac1 GTP hydrolysis, ADP Hunter fluorescence; higher % means a stronger effect; GST-tagged Rac1 F28L mutant substrate; inhibition, % at 30 µM; hits with a dose series show IC50 in µM; hit rate 0.6% among 340,000; AID 624330;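 active = first-screen hits whose inhibition reached a set limit at any dose in the follow-up dose series; inconclusive = inhibition above the set first-screen limit but never retested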;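 also: fluorescence reports GDP produced by GAP-driven GTP hydrolysis; strong numbers were not always called active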
# Siah-1 displacement – blockers of Siah-1 interaction with plectin peptide – biochemical, fluorescence polarization, rhodamine-plectin, uHTS, primary screen (AID 1817); Siah-1 / rhodamine-plectin peptide fluorescence polarization; higher % means a stronger effect; hit rate 0.02% among 290,000; displacement, % at 20 µM, or IC50 in µM where a hit was titrated;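 active = displacement of at least 50% at 20 µM, with a fluorescence ratio check between 0.3 and a set limit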;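 also: plate controls were Siah plus tracer with DMSO for no effect and tracer alone without Siah for full effect; strong numbers were not always called active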
# NTR1 agonist – agonists of NTR1, primary screen, imaging, U2OS cells, beta-arrestin-GFP, high content (AID 493036); P30989; hit rate 0.17% among 330,000; activation, % at 20 µM; NTR1-U2OS beta-arrestin-GFP spot imaging, agonist mode;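 active = activation at or above 40% of the spot to cytoplasm intensity ratio, with at least 20 cells analyzed; inconclusive = wells under 20 cells, flagged as cytotoxic or low count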;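 also: 0% = DMSO without peptide and 100% = 100 nM NTR1 peptide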
# Target sequence (P30989 whole entry, looked up): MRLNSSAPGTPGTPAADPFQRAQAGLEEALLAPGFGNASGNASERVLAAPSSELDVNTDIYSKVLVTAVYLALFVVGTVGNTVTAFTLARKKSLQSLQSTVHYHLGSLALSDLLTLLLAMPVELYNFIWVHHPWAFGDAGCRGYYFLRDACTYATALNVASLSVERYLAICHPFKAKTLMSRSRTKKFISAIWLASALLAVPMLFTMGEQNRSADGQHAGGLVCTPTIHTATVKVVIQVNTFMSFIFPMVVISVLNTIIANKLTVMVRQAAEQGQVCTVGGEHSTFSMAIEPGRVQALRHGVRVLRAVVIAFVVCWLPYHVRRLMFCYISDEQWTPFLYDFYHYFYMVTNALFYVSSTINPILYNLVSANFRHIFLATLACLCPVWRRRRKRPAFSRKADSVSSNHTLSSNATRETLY
# GPR35 arrestin U2OS – GPR35 antagonists blocking zaprinast-driven arrestin recruitment, primary screen, imaging, U2OS, beta-arrestin-GFP, zaprinast agonist (AID 2058); U2OS GPR35 beta-arrestin-GFP translocation imaging, zaprinast antagonism; higher % means a stronger effect; inhibition, % at 10 µM, or IC50 in µM where a hit was titrated; hit rate 0.052% among 290,000;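 active = inhibition of at least 50% with at least 30 cells and total cytoplasm GFP at most 10,000,000; inconclusive = under 30 cells or total GFP of 10,000,000 plus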
# PhoP inhibition – PhoP-dependent GFP reporter repression – Salmonella Typhimurium, primary screen (AID 1863); inhibition, % at 50 µM; hits with a dose series show IC50 in µM; S. Typhimurium PhoP-regulated promoter GFP reporter, 4 h; higher % means a stronger effect; hit rate 0.16% among 300,000;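 active = inhibition over 29.93%, a cutoff 3 SD above the screen mean, later confirmed by dose response; inconclusive = inhibition over 29.93% but no dose response follow-up; inactive = inhibition at most 29.93% or unconfirmed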;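 also: 0% = low Mg2+ inducing control and 100% = high Mg2+ repressing control; strong numbers were not always called active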
# GPR55 antagonists – inhibition of LPI-stimulated GPR55 beta-arrestin translocation – imaging, U2OS, beta-arrestin-GFP, LPI agonist, primary screen (AID 2013); U2OS GPR55 beta-arrestin-GFP translocation imaging, LPI antagonism; higher % means a stronger effect; inhibition, % at 10 µM; hits with a dose series show IC50 in µM; hit rate 0.13% among 290,000;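 active = spots per cell inhibited over 60%, with over 100 cells counted and total cytoplasm intensity under 500,000; inconclusive = wells with under 100 cells, flagged as likely toxic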;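 also: U2OS cells stably carrying GPR55 and arrestin-GFP stimulated by 5 µM LPI near EC80; imaged beta-arrestin-GFP aggregate spots per cell after agonist stimulation; plate controls were LPI-stimulated DMSO wells for no effect and DMSO wells without LPI for full effect; some results filed as inactive read as strong as hits; confirmed hits need IC50 under 10 µM and bright autofluorescent wells are also inconclusive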
# HIV fusion peptide – inhibitors of HIV fusion peptide binding, primary screen, biochemical, uHTS, fluorescence dequenching (AID 1986); inhibition, % at 20 µM; hits with a dose series show IC50 in µM; hit rate 0.3% among 290,000; cell-free peptide binding, fluorescence dequenching, 30 min; higher % means a stronger effect; in the data active = inhibition mostly above about 52%, no sharp cut-off; inactive = mostly below about 76%; also: some results filed as inactive read as strong as hits
# NTR1 agonist cell count 20 µM – second read-out of NTR1 agonist, no call of its own (marks repeat the call); cell count; measured here: cell count, cytotoxicity flag
# Myeloid diff MLP GFP+ MAC1+ % – recorded beside Myeloid diff MLP, whose call it bears; GFP+ MAC1+ double positive, %; measured here: differentiation confirmed by MAC1 staining
# Active calls of the source: *; i = inactive; ? = inconclusive; . = no result given; + = active, no number.
SMILES,Myeloid diff MLP,Myeloid diff MLP GFP+ MAC1+ %,LYP phosphatase,MgcRacGAP inhibition,Siah-1 displacement,NTR1 agonist,NTR1 agonist cell count 20 µM,GPR35 arrestin U2OS,PhoP inhibition,GPR55 antagonists,HIV fusion peptide
COC(=O)c1cccc(NC(=O)CCCOc2cccc(C)c2)c1,i,0.5,1%,6%,0%,-0.8,65,0%,5%,-6%,2.2%
Nc1c(-c2cccs2)cnn1-c1nc(-c2ccc(F)cc2)cs1,i,2.3,-7%,3%,-2%,3.4,46,-6%,4%,-7%,-2.8%
Cc1ccc(OCC(=O)N2CCc3ccccc3C2)c(Br)c1,i,0.6,6%,7%,1%,1.4,83,-3%,-5%,0%,3.3%
Cc1occc1C(=O)NNC(=O)Cc1ccccc1,i,4.4,17%,1%,4%,-0.1,52,-2%,-8%,6%,-2.0%
CCOC(=O)C1=C(C)NC(=O)CC1c1ccccc1OC (configuration not stated),i,0.8,-6%,-12%,1%,1.4,44,-3%,2%,-5%,-0.4%
CCOC(=O)C1CCCN(S(=O)(=O)c2ccc(Cl)nc2)C1 (configuration not stated),i,1.0,.,1%,.,-0.8,60,.,-8%,.,.
Cc1cc2c3c([nH]c2cc1S(=O)(=O)N1CCC2(CC1)OCCO2)CCCC3=O,i,1.8,-7%,9%,-1%,1.4,63,1%,3%,9%,0.3%
CC(O)[C@H]1CNC(=O)C(=O)N1CCc1cc(C(F)(F)F)cc(C(F)(F)F)c1 (some centres not stated),i,0.8,-13%,4%,-2%,-3.4,99,-10%,1%,-11%,1.3%
CCCNC(=O)c1ccccc1NC(=O)c1ccccc1N(C)S(=O)(=O)c1ccc(C)cc1,+,9.7*,-1%,14%,25%,.,.,-11%,2%,-13%,2.4%
Cc1ccc(S(=O)(=O)N(CC(=O)c2ccc(Cl)cc2)C(=O)N2CCN(C)CC2)cc1,i,1.6,.,6%,.,0.2,59,.,12%,.,.
CCC1Oc2ccc(C)cc2N(CC(=O)N(Cc2ccncc2)Cc2ccco2)C1=O (configuration not stated),i,1.3,-3%,10%,0%,-2.1,79,-7%,-1%,2%,3.3%
CC(=O)NC1C(=O)N(CCc2ccccc2)c2ccc(Br)cc21 (configuration not stated),i,6.5,13%,5%,0%,.,.,-12%,1%,10%,2.3%
CC(Nc1nc2ccccc2n2cnnc12)c1ccccc1 (configuration not stated),i,0.2,-1%,10%,-3%,3.0,70,4%,-3%,-5%,0.6%
N#CCCN/N=C(\Cc1nc2ccccc2[nH]1)c1ccccc1,i,1.0,-2%,12%,-3%,-0.5,59,18%,5%,4%,-0.2%
COc1ccc(CNC(=O)C2Cc3cc(S(=O)(=O)N4CCCC4)ccc3N2C(C)=O)c(OC)c1 (configuration not stated),i,0.7,-11%,9%,6%,-1.5,73,6%,-3%,13%,-0.7%
COc1cc(/C(C)=N\NC(N)=S)cc(OC)c1OC,i,0.4,-3%,5%,-1%,1.5,47,-13%,-4%,-3%,1.5%
O=C(/C=C/c1ccc(Cl)c(C(F)(F)F)c1)N1CCN(c2ccccn2)CC1,i,0.5,0%,10%,0%,3.0,49,8%,5%,-11%,-0.3%
O=C(Nc1cccc(-c2ccc(N3CCOCC3)nn2)c1)c1ccc(F)cc1F,i,1.7,.,-5%,.,3.0,59,.,10%,.,.
CC(=Nc1ccccc1C(F)(F)F)c1ccncc1,i,0.6,-7%,1%,-2%,0.3,63,-3%,-12%,-4%,-0.8%
CCc1cc(C(=O)OC)c(NC(=O)CN2CCN(C(=O)c3ccco3)CC2)s1,i,2.6,-1%,4%,-1%,2.7,61,-11%,-4%,-6%,-1.1%
CCOC(=O)c1nnc(-c2cccs2)nc1Oc1ccc(Cl)cc1,i,0.5,-2%,15%,0%,6.4,70,-1%,-9%,5%,2.1%
C=CCNC(=O)NC(=O)COC(=O)/C=C/c1cccc([N+](=O)[O-])c1,i,0.4,-5%,5%,-3%,4.9,56,20%,-2%,9%,-0.5%
CCOc1ccc(S(=O)(=O)Nc2ccc(C(=O)NCC(C)(C)N3CCOCC3)cc2)cc1,i,0.9,.,12%,.,0.0,52,.,-10%,.,.
O=C(Cc1cccs1)Nc1ccc(S(=O)(=O)N2CCCC2)cc1,i,0.0,-6%,4%,5%,-0.8,36,12%,6%,4%,3.9%
O=C(Cc1ccccc1)Nn1c(-c2ccccc2F)nc2ccccc2c1=O,i,0.4,-4%,0%,-1%,-0.1,45,-22%,1%,8%,-1.1%
Cc1nc(Oc2ccccc2)c2ccsc2n1,i,0.8,-9%,-2%,2%,5.3,46,-6%,0%,-9%,-0.1%
CCN(C(=O)COC(=O)c1ccc(F)c(S(=O)(=O)N2CCOCC2)c1)C1CCS(=O)(=O)C1 (configuration not stated),i,4.0,-4%,5%,-3%,0.0,61,-7%,-5%,5%,2.5%
COc1cccc(NC(=O)CSCc2cc(=O)n3ccsc3n2)c1,?,.,-7%,0%,8%,1.2,64,18%,4%,2%,-0.1%
COc1cccc2cc(-c3n[nH]c(=S)n3C)oc12,i,0.1,-7%,29%,-1%,-1.3,55,-2%,3%,-11%,2.9%
Cc1ccc(NC(=O)CN2C(=O)N/C(=C/c3ccc(N4CCOCC4)cc3)C2=O)cc1,i,0.2,-6%,5%,9%,-0.5,63,-5%,-5%,1%,0.7%
COc1ccc2nc(NC(=O)c3ccccc3-c3ccccc3C(=O)O)sc2c1,i,1.0,-3%,5%,0%,0.9,37,-1%,5%,-6%,10%
Cc1cc(C)nc(SCC(=O)OCN2C(=O)c3ccccc3C2=O)n1,i,1.3,-5%,1%,2%,0.5,61,-9%,-3%,-2%,-0.3%
COc1ccc(C(=O)NC2CCCCCC2)cc1OC1CCN(C(C)=O)CC1,i,4.3,-6%,5%,2%,-0.6,56,-15%,-3%,0%,0.0%
c1ccc(CC2CNc3ccccc3CN2)cc1 (configuration not stated),i,0.7,-6%,3%,6%,-2.0,52,-1%,-13%,14%,0.4%
O=Nc1c(O)n(Cc2c(Cl)cccc2Cl)c2ccccc12,i,0.2,5%,6%,5%,6.2,60,-4%,-4%,9%,-1.1%
COc1ccc(/C=C2\SC(=NCc3ccccc3)NC2=O)cc1,i,0.8,-11%,7%,2%,-1.2,29,7%,-14%,6%,-0.6%
OC1C2(Cc3ccccc3)CN3CCN(C2)CC1(Cc1ccccc1)C3 (configuration not stated),i,1.0,-17%,7%,0%,0.5,48,2%,-9%,.,1.3%
COc1ccc(NC(=O)C(=O)N/N=C(\C)CC(=O)Nc2cc(C)ccn2)c(OC)c1,i,0.6,-4%,-3%,0%,-0.4,51,12%,-3%,5%,-1.7%
Cc1ccc(S(=O)(=O)c2ncccc2[N+](=O)[O-])cc1,?,.,-8%,-4%,0%,30,72,14%,4%,13%,-1.0%
CCc1c(-c2ccccc2)nc2sc3c(c2c1N)CCCC3,i,0.0,-5%,8%,4%,6.1,51,-6%,-13%,3%,0.7%
CCOc1ccc(C(=O)NC(C)CCc2ccccc2)cc1 (configuration not stated),i,0.8,1%,14%,-9%,-0.1,55,-1%,5%,5%,0.0%
Nc1nc(-c2c(Cl)cccc2Cl)no1,i,1.1,-5%,6%,-3%,-0.5,65,-3%,-1%,-4%,-1.1%
Nc1cc(OC(=O)c2ccco2)nn1S(=O)(=O)c1ccc(F)cc1,i,0.0,0%,12%,0%,0.7,92,-7%,4%,6%,-1.6%
C=CCOc1c(Br)cc(/C=C2/NC(=S)N(C(C)=O)C2=O)cc1OC,i,0.5,-5%,9%,14%,4.0,86,-1%,-18%,5%,33%
CCc1c(C)nc2c(-c3ccccc3)c(C)[nH]n2c1=O,i,0.7,-9%,1%,3%,0.1,65,-12%,-7%,-1%,1.2%

# Some of the entries so far, as labelled records:
Molecule: CCOc1ccc(C(=O)NC(C)CCc2ccccc2)cc1 (configuration not stated)
  Myeloid diff MLP: i
  Myeloid diff MLP GFP+ MAC1+ %: 0.8
  LYP phosphatase: 1%
  MgcRacGAP inhibition: 14%
  Siah-1 displacement: -9%
  NTR1 agonist: -0.1
  NTR1 agonist cell count 20 µM: 55
  GPR35 arrestin U2OS: -1%
  PhoP inhibition: 5%
  GPR55 antagonists: 5%
  HIV fusion peptide: 0.0%
Molecule: Nc1cc(OC(=O)c2ccco2)nn1S(=O)(=O)c1ccc(F)cc1
  Myeloid diff MLP: i
  Myeloid diff MLP GFP+ MAC1+ %: 0.0
  LYP phosphatase: 0%
  MgcRacGAP inhibition: 12%
  Siah-1 displacement: 0%
  NTR1 agonist: 0.7
  NTR1 agonist cell count 20 µM: 92
  GPR35 arrestin U2OS: -7%
  PhoP inhibition: 4%
  GPR55 antagonists: 6%
  HIV fusion peptide: -1.6%
Molecule: C=CCOc1c(Br)cc(/C=C2/NC(=S)N(C(C)=O)C2=O)cc1OC
  Myeloid diff MLP: i
  Myeloid diff MLP GFP+ MAC1+ %: 0.5
  LYP phosphatase: -5%
  MgcRacGAP inhibition: 9%
  Siah-1 displacement: 14%
  NTR1 agonist: 4.0
  NTR1 agonist cell count 20 µM: 86
  GPR35 arrestin U2OS: -1%
  PhoP inhibition: -18%
  GPR55 antagonists: 5%
  HIV fusion peptide: 33%
Molecule: Nc1nc(-c2c(Cl)cccc2Cl)no1
  Myeloid diff MLP: i
  Myeloid diff MLP GFP+ MAC1+ %: 1.1
  LYP phosphatase: -5%
  MgcRacGAP inhibition: 6%
  Siah-1 displacement: -3%
  NTR1 agonist: -0.5
  NTR1 agonist cell count 20 µM: 65
  GPR35 arrestin U2OS: -3%
  PhoP inhibition: -1%
  GPR55 antagonists: -4%
  HIV fusion peptide: -1.1%
